High-throughput results (PubChem)
Dengue-2 NS5 capping: flavivirus cap methylation enzyme inhibition – biochemical, confirmation dose response, primary screen (AID 588689); Dengue-2 NS5 methyltransferase capping enzyme assay, biochemical; higher % means a stronger effect; one-dose inhibition, % at 25 µM; IC50 in µM for titrated hits; 340,000 tested, 0.3% active; in the data active = a potency from the dose series
ER stress rescue: protection against thapsigargin-triggered cell killing – 384-well, CSM14.1, ATP luminescence, primary screen (AID 1222); CSM14.1 thapsigargin-induced death rescue, ATP luminescence; higher % means a stronger effect; 190,000 tested, under 10 active; cellular ATP content (survival), % at 20 µM; hits with a dose series show EC50 in µM;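 active = EC50 below 50 µM in the dose-response confirmation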;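 note: death triggered by thapsigargin at about 15 µM added after 2 h compound pretreatment; cell ATP read after overnight thapsigargin exposure of roughly 18 to 22 hours; normalized against plate controls of thapsigargin alone and 5% DMSO vehicle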
GPR35 antagonists: GPR35 antagonists blocking zaprinast-driven arrestin recruitment, primary screen, imaging, U2OS, beta-arrestin-GFP, zaprinast agonist (AID 2058); 290,000 tested, 0.052% active; inhibition, % at 10 µM, or IC50 in µM where a hit was titrated; U2OS GPR35 beta-arrestin-GFP translocation imaging, zaprinast antagonism; higher % means a stronger effect;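 active = inhibition of at least 50% with at least 30 cells and total cytoplasm GFP at most 10,000,000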
LYP phosphatase: PTPN22 lymphoid phosphatase activity blockers – biochemical, fluorescence intensity, uHTS (AID 1779). inhibition, % at 11.5 µM; hits with a dose series show IC50 in µM. recombinant LYP phosphatase, fluorescence intensity; higher % means a stronger effect. 290,000 tested, 0.054% active; in the data active = inhibition above about 50%;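 note: plate controls were vehicle with enzyme for no effect and no enzyme for full effect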
Salmonella PhoP GFP: inhibitors of PhoP regulon expression, primary screen, Salmonella Typhimurium, GFP reporter (AID 1863). S. Typhimurium PhoP-regulated promoter GFP reporter, 4 h; higher % means a stronger effect. 300,000 tested, 0.16% active. one-dose inhibition, % at 50 µM; IC50 in µM for titrated hits;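 active = inhibition over 29.93%, a cutoff 3 SD above the screen mean, later confirmed by dose response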;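 note: 0% = low Mg2+ inducing control and 100% = high Mg2+ repressing control; strong numbers were not always called active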
MgcRacGAP inhibition: MgcRacGAP GTPase-activating activity inhibitors, confirmation, biochemical, ADP Hunter fluorescence | 340,000 tested, 0.6% active | one-dose inhibition, % at 30 µM; IC50 in µM for titrated hits | AID 624330 | MgcRacGAP-stimulated Rac1 GTP hydrolysis, ADP Hunter fluorescence; higher % means a stronger effect; GST-tagged Rac1 F28L mutant substrate;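 active = first-screen hits whose inhibition reached a set limit at any dose in the follow-up dose series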;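 note: fluorescence reports GDP produced by GAP-driven GTP hydrolysis; strong numbers were not always called active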
SV40 large T antigen: SV40 large T antigen inhibitors, biochemical (AID 1903) | inhibition, % at 20 µM; hits with a dose series show IC50 in µM | 310,000 tested, 0.39% active | SV40 large T antigen ATPase/helicase inhibition assay; higher % means a stronger effect; in the data active = a potency from the dose series; note: strong numbers were not always called active
RSV antiviral HEp-2: RSV antiviral activity via CPE protection, HEp-2 cells, primary 10 µM value included (AID 2391); HEp-2 cells, RSV-induced CPE inhibition; higher % means a stronger effect; one-dose CPE inhibition, % at 10 µM; IC50 in µM for titrated hits; 310,000 tested, 0.13% active; in the data active = a potency from the dose series; note: strong numbers were not always called active
West Nile antiviral: inhibition of WNV-induced cytopathic effect – cell-based, CPE readout (AID 1621). West Nile virus-infected cells, CPE inhibition; higher % means a stronger effect. CPE inhibition, % at 10 µM, or IC50 in µM where a hit was titrated. 290,000 tested, 0.02% active; in the data active = a potency from the dose series; note: strong numbers were not always called active
Dengue-2 NS5 capping pilot replicate: also measured in Dengue-2 NS5 capping; calls as there; inhibition, %; measured here: pilot screen replicate inhibition
The depositor's hits bear a star; & = joins results of further samples.

What do the screens show for `CCOc1ccc(CN2CCN(Cc3cccc4c3OCO4)CC2CCO)cc1` (stereo not drawn)?
Dengue-2 NS5 capping: -1%; ER stress rescue: -1.2%; GPR35 antagonists: 1%; LYP phosphatase: -8%; Salmonella PhoP GFP: -5%; MgcRacGAP inhibition: 14%; SV40 large T antigen: 67%; RSV antiviral HEp-2: -1.4%; West Nile antiviral: -0.7%

Results for S=c1nc(SCc2ccccc2)[nH]c2ccccc12 ?
Dengue-2 NS5 capping: -4%; ER stress rescue: -0.9%; GPR35 antagonists: -2%; LYP phosphatase: 1%; Salmonella PhoP GFP: -3%; MgcRacGAP inhibition: 9%; SV40 large T antigen: -10%; RSV antiviral HEp-2: 1.9%; West Nile antiviral: -0.8%

How did O=c1c2ccccc2nc(-c2ccc(Cl)cc2)n1C1CCS(=O)(=O)C1 (stereo not drawn) do in these assays?
Dengue-2 NS5 capping: 1%; MgcRacGAP inhibition: 2%; RSV antiviral HEp-2: 2.8%; West Nile antiviral: 0.1%; Dengue-2 NS5 capping pilot replicate: 1.2

How did Cc1ccc(OCCOCCNC(C)C)c(Br)c1 do in these assays?
Dengue-2 NS5 capping: 3%; ER stress rescue: -1.0%; GPR35 antagonists: 5%; LYP phosphatase: -4%; Salmonella PhoP GFP: 9%; MgcRacGAP inhibition: 16%; SV40 large T antigen: 1%; RSV antiviral HEp-2: -1.4%; West Nile antiviral: -0.6%

How did CS(=O)(=O)N(CC(=O)N1CCOCC1)c1ccccc1 do in these assays?
Dengue-2 NS5 capping: -9%; GPR35 antagonists: 7%; LYP phosphatase: -1%; Salmonella PhoP GFP: -3%; MgcRacGAP inhibition: 13%; SV40 large T antigen: 9%; RSV antiviral HEp-2: 0.9%; West Nile antiviral: 1.9%

How did Cc1nc(SCC(N)=O)[nH]c(=O)c1CCC(C)C do in these assays?
Dengue-2 NS5 capping: -3%; ER stress rescue: -0.4%; GPR35 antagonists: 1%; LYP phosphatase: 1%; Salmonella PhoP GFP: 0%; MgcRacGAP inhibition: 13%; SV40 large T antigen: 1%; RSV antiviral HEp-2: 7.4%; West Nile antiviral: -0.1%

Results for O=C1NC(=O)C2(COC(c3cccc([N+](=O)[O-])c3)OC2)S1 (stereo not drawn) ?
Dengue-2 NS5 capping: 0%; ER stress rescue: -0.1%; GPR35 antagonists: -11%; LYP phosphatase: -7%; Salmonella PhoP GFP: -7%; MgcRacGAP inhibition: 0%; SV40 large T antigen: 9%; RSV antiviral HEp-2: -0.2%; West Nile antiviral: 1.2%

Results for CCS(=O)(=O)N1CCN(c2ncnc3sc(C)c(C)c23)CC1 ?
Dengue-2 NS5 capping: 6%; ER stress rescue: 1.5%; GPR35 antagonists: 7%; LYP phosphatase: -4%; Salmonella PhoP GFP: 4%; MgcRacGAP inhibition: -4%; SV40 large T antigen: 1%; RSV antiviral HEp-2: 0.7%; West Nile antiviral: -1.0%

What do the screens show for `Cn1c(/C(C#N)=C(\O)c2ccc([N+](=O)[O-])s2)nc2ccccc21`?
Dengue-2 NS5 capping: 26%; GPR35 antagonists: 2%; LYP phosphatase: -10%; Salmonella PhoP GFP: -2%; MgcRacGAP inhibition: 10%; SV40 large T antigen: 1%; RSV antiviral HEp-2: 0.3%; West Nile antiviral: 2.7%

Results for CN1CCN(S(=O)(=O)c2ccc(Cl)cc2)CC1 ?
Dengue-2 NS5 capping: 10%&-8%; GPR35 antagonists: -6%; LYP phosphatase: -8%; Salmonella PhoP GFP: 6%; MgcRacGAP inhibition: 2%&4%; SV40 large T antigen: 1%; RSV antiviral HEp-2: -0.6%; West Nile antiviral: 0.2%

Results for COc1ccc(CCNc2c(C=O)c(=O)[nH]c3ccccc23)cc1OC ?
Dengue-2 NS5 capping: -1%; GPR35 antagonists: -1%; LYP phosphatase: -5%; Salmonella PhoP GFP: -4%; MgcRacGAP inhibition: 11%; SV40 large T antigen: 1%; RSV antiviral HEp-2: -0.6%; West Nile antiviral: 0.1%; Dengue-2 NS5 capping pilot replicate: 6.1

What do the screens show for `CCOc1ccc(CNC(=O)CCCn2nc(C)c3c(C)n(-c4ccc(C)cc4)nc3c2=O)cc1`?
Dengue-2 NS5 capping: 2%; GPR35 antagonists: -2%; LYP phosphatase: 10%; Salmonella PhoP GFP: -1%; MgcRacGAP inhibition: 10%; SV40 large T antigen: 17%; RSV antiviral HEp-2: 13%; West Nile antiviral: 0.5%

What do the screens show for `CCC(C)Sc1cc(-c2nc3ccc(C)cn3c2NCc2ccccc2)ccc1OC` (stereo not drawn)?
Dengue-2 NS5 capping: -11%; Salmonella PhoP GFP: -3%; MgcRacGAP inhibition: 7%; SV40 large T antigen: 7%; RSV antiviral HEp-2: -5.0%

What do the screens show for `Cc1cccc(C(=O)N/N=C/c2cc(Br)c(Br)o2)c1`?
Dengue-2 NS5 capping: 2%; ER stress rescue: -0.8%; GPR35 antagonists: -1%; LYP phosphatase: 6%; Salmonella PhoP GFP: -14%; MgcRacGAP inhibition: 7%; SV40 large T antigen: 25%; RSV antiviral HEp-2: 7.3%; West Nile antiviral: -0.3%

What do the screens show for `OCC1CCN(Cc2cn(Cc3ccccc3)nc2-c2cc3ccccc3o2)CC1`?
Dengue-2 NS5 capping: -4%; ER stress rescue: -3.1%; GPR35 antagonists: 5%; LYP phosphatase: -11%; Salmonella PhoP GFP: -5%; MgcRacGAP inhibition: 4%; SV40 large T antigen: 13%; RSV antiviral HEp-2: -0.7%; West Nile antiviral: -0.1%

Results for COc1cccc(-n2nc(C(N)=O)c(O)cc2=O)c1 ?
Dengue-2 NS5 capping: 2%; ER stress rescue: -1.8%; GPR35 antagonists: -6%; LYP phosphatase: -4%; Salmonella PhoP GFP: -14%; MgcRacGAP inhibition: 2%; SV40 large T antigen: 5%; RSV antiviral HEp-2: -0.3%; West Nile antiviral: 0.4%

Results for CCOCC(=O)Nc1ccc2c(c1)N(S(=O)(=O)c1cccs1)CCC2 ?
Dengue-2 NS5 capping: 2%; Salmonella PhoP GFP: 7%; MgcRacGAP inhibition: 5%; SV40 large T antigen: 9%; RSV antiviral HEp-2: 1.2%

What do the screens show for `Cn1c(=O)c2c(ncn2CC(O)CNc2ccc(Br)cc2)n(C)c1=O` (stereo not drawn)?
Dengue-2 NS5 capping: 3%; ER stress rescue: -0.7%; GPR35 antagonists: 6%; LYP phosphatase: -5%; Salmonella PhoP GFP: 7%; MgcRacGAP inhibition: 8%; SV40 large T antigen: 19%; RSV antiviral HEp-2: 16%; West Nile antiviral: -0.1%

Results for Cc1nn(CC#N)c(=O)n1-c1ccc(C(C)C)cc1 ?
Dengue-2 NS5 capping: -3%; ER stress rescue: -1.2%; GPR35 antagonists: -16%; LYP phosphatase: 6%; Salmonella PhoP GFP: -6%; MgcRacGAP inhibition: 1%; SV40 large T antigen: 10%; RSV antiviral HEp-2: 1.4%; West Nile antiviral: 0.7%

Results for COc1ccc(C2C(C(=O)Nc3cccc(C)n3)CCC(=O)N2c2ccc(OC)cc2)cc1 (stereo not drawn) ?
ER stress rescue: 1.5%; GPR35 antagonists: 7%; LYP phosphatase: 5%; Salmonella PhoP GFP: -1%; SV40 large T antigen: 26%; RSV antiviral HEp-2: 9.9%; West Nile antiviral: 0.4%

What do the screens show for `O=C(O)/C=C/C(=O)Nc1ccc(Cl)c(C(=O)O)c1`?
Dengue-2 NS5 capping: 0%; GPR35 antagonists: -9%; LYP phosphatase: -2%; Salmonella PhoP GFP: -10%; MgcRacGAP inhibition: 4%; SV40 large T antigen: 15%; West Nile antiviral: 0.2%

What do the screens show for `CC(SCc1ccccc1)C(=O)Nc1ccccc1` (stereo not drawn)?
Dengue-2 NS5 capping: 2%; GPR35 antagonists: 6%; LYP phosphatase: -11%; Salmonella PhoP GFP: 3%; MgcRacGAP inhibition: -1%; SV40 large T antigen: 6%; RSV antiviral HEp-2: 1.2%; West Nile antiviral: -0.7%

How did CC(Oc1ccc(Cl)cc1Cl)C(=O)NNC(=O)C(=O)N1CCCC1 (stereo not drawn) do in these assays?
Dengue-2 NS5 capping: -1%; GPR35 antagonists: 7%; LYP phosphatase: -10%; Salmonella PhoP GFP: 10%; MgcRacGAP inhibition: 5%; SV40 large T antigen: 11%; RSV antiviral HEp-2: 7.1%; West Nile antiviral: 0.1%

What do the screens show for `Cc1ccc(OCC(=O)NN2C(=O)c3ccccc3C2=O)c(C)c1`?
Dengue-2 NS5 capping: 8%; ER stress rescue: -2.0%; GPR35 antagonists: -16%; LYP phosphatase: -6%; Salmonella PhoP GFP: -18%; MgcRacGAP inhibition: 12%; SV40 large T antigen: 5%; RSV antiviral HEp-2: 0.6%; West Nile antiviral: 0.1%

How did C=CCC(Nc1ccccc1)C12C=CC(O1)C(C(=O)OC)=C2C(=O)OC (stereo not drawn) do in these assays?
Dengue-2 NS5 capping: -13%; ER stress rescue: 5.7%; GPR35 antagonists: -3%; LYP phosphatase: 0%; Salmonella PhoP GFP: 10%; MgcRacGAP inhibition: 9%; SV40 large T antigen: 29%; RSV antiviral HEp-2: -4.4%; West Nile antiviral: -0.6%

Results for C/C(=N\N=C\c1cccc(F)c1)c1nnn(-c2nonc2N)c1C ?
Dengue-2 NS5 capping: -6%; ER stress rescue: 2.8%; GPR35 antagonists: -11%; LYP phosphatase: -4%; Salmonella PhoP GFP: 6%; MgcRacGAP inhibition: 5%; SV40 large T antigen: 0%; RSV antiviral HEp-2: 0.8%; West Nile antiviral: 0.7%

How did CCN1C(=NCCOC)N[C@@H](c2cccc(F)c2)C(C(=O)OC)=C1C do in these assays?
Dengue-2 NS5 capping: -1%; GPR35 antagonists: -9%; LYP phosphatase: -11%; Salmonella PhoP GFP: -3%; MgcRacGAP inhibition: 11%; SV40 large T antigen: 9%; RSV antiviral HEp-2: 0.7%; West Nile antiviral: -0.7%

Results for CCN(Cc1ccccc1)C(=O)CCS(=O)(=O)c1ccc2c(c1)n(C)c(=O)c(=O)n2C ?
Dengue-2 NS5 capping: -1%; GPR35 antagonists: -7%; LYP phosphatase: -6%; MgcRacGAP inhibition: 2%; SV40 large T antigen: 4%; RSV antiviral HEp-2: 1.1%; West Nile antiviral: -0.6%

What do the screens show for `CCN1CCN=C1Nc1ccccc1`?
Dengue-2 NS5 capping: 4%; MgcRacGAP inhibition: 7%; SV40 large T antigen: 8%; RSV antiviral HEp-2: 1.1%

What do the screens show for `NC(=O)C1CCN(CC(=O)Nc2nc(-c3ccccc3)cs2)CC1`?
Dengue-2 NS5 capping: 0%; GPR35 antagonists: -8%; LYP phosphatase: -6%; Salmonella PhoP GFP: -3%; MgcRacGAP inhibition: 8%; SV40 large T antigen: 10%; RSV antiviral HEp-2: 1.6%; West Nile antiviral: -0.5%; Dengue-2 NS5 capping pilot replicate: -2.7
